Screening data: PubChem BioAssay, several laboratories
EBV gp42 inh – blocks Epstein-Barr virus glycoprotein 42 binding. Q1HVG2. Fluorescence polarization binding assay, mP read-out. inhibition, % (tested at 21.74 µM). actives 0.42% (n = 220,000). AID 1085; in the data active means inhibition above about 50%
Target sequence (Q1HVG2 whole entry, looked up): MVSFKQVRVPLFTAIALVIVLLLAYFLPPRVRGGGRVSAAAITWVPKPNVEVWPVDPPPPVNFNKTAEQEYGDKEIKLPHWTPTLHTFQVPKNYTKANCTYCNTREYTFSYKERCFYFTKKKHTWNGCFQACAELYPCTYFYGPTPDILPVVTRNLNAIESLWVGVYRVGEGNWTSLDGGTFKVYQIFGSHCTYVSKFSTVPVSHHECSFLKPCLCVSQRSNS
NCF1 inh – p47phox (human) inhibition. p47phox/p22phox peptide binding, fluorescence polarization, 2 h. inhibition, % at 24.7 µM. actives 0.53% (n = 220,000). AID 1274;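 active means inhibition above about 30%, limit read from the data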;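 further: 0% = p47phox with labelled peptide and 100% = labelled peptide alone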
Runt-CBFb FRET – Runt domain-CBFb interaction inhibition; Cerulean-Runt/Venus-CBFb FRET ratio 530/480, 1 h; AID 1496; Q01196+Q13951; inhibition, % at 20 µM; actives 0.46% (n = 220,000);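 active means inhibition over about 50% at 20 µM in the single-dose screen, limit read from the data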;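 further: 0% = DMSO wells and 100% = excess unlabeled CBFb competitor control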
Target sequence (Q01196 whole entry, looked up, the tested form may be a part): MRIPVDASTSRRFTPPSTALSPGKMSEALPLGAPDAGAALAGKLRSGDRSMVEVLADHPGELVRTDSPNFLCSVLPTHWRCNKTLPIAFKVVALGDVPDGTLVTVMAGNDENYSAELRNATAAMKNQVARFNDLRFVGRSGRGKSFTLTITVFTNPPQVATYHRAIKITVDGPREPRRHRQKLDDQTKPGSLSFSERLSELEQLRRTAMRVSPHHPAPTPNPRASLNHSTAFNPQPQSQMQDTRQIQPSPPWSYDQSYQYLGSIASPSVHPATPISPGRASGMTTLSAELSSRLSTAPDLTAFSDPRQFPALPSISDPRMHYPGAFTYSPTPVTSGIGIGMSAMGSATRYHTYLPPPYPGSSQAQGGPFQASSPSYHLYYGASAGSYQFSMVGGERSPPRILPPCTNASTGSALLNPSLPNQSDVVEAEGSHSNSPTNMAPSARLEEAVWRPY
Target sequence (Q13951 whole entry, looked up, the tested form may be a part): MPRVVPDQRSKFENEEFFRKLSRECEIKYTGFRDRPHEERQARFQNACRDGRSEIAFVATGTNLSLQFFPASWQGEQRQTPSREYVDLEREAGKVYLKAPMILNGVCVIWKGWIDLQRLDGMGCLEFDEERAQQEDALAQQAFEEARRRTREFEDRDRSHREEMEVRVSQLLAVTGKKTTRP
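Reagent – Venus-CBFb binding partner, 100 nM · Assay system – Cerulean-tagged RUNX1 Runt domain (FRET donor) fusion protein · Input – 100 nM per protein · Incubation – two 1 h room-temperature incubations shielded from light · Measured by – FRET fluorescence · Medium – Tris buffer pH 7.5 with salts and BSA · Benchmarks – unlabeled CBFb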
Furin inhibitor – inhibitors of human furin; P09958; purified furin, fluorogenic substrate cleavage; inhibition, % at 30 µM; actives 0.061% (n = 220,000); AID 463115; in the data active means inhibition above about 25%; further: inactives centre near -15
Tb hexokinase – blocks Trypanosoma brucei hexokinase 1 activity; recombinant TbHK1, G6PDH-coupled NADH A340; inhibition, % at 10 µM; actives 0.11% (n = 220,000);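 active means inhibition of 50% or more in the single-dose primary screen; inactive means inhibition below 50%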
Calpain2 inh – blocks pig calpain II enzyme activity; purified calpain II, fluorogenic peptide substrate, 30 min; inhibition, % at 16 µM; actives 0.37% (n = 220,000);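 active means inhibition above about 50%, limit read from the data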
p97 inhibitor – blocks human p97 ATPase activity. recombinant p97 ATPase, Kinase-Glo ATP luminescence, 3 h. inhibition, % at 8 µM. actives 0.42% (n = 220,000). AID 1481; in the data active means inhibition above about 15%;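 further: 0% = DMSO vehicle and 100% = wells lacking enzyme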
RBBP9 inhibitor – human RBBP9 hydrolase inhibition; recombinant RBBP9, FP-Rh probe fluorescence polarization; inhibition, % at 7.94 µM; actives 0.2% (n = 220,000);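 active means inhibition above the campaign mean of all tested compounds plus 3 SD, cut at about 14% in these data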;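 further: plate controls were DMSO wells with RBBP9 for no effect and wells lacking RBBP9 protein for full effect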
Target sequence (O75884 whole entry, looked up): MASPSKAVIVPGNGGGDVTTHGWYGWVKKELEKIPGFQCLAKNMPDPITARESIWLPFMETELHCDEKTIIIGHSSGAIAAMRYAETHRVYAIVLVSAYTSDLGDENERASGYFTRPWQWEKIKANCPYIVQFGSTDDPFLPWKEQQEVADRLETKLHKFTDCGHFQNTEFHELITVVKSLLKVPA
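Measured by – fluorescence polarization · Test system – RBBP9 protein · Input – 2.5 µM RBBP9 dispensing solution, before mixing · Measure – percent inhibition from mP, scaled between DMSO and no-protein wells · Benchmarks – DMSO-treated enzyme wells and wells lacking RBBP9 · Times – preincubation 30 min plus labeling 45 min at 25 °C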
Runt-SMMHC FRET – inhibitors of human RUNX1 Runt domain binding to CBFb-SMMHC; Q01196+Q13951; Cerulean-Runt/Venus-CBFb-SMMHC FRET ratio 530/480, 1 h; inhibition, % at 20 µM; actives 0.74% (n = 220,000); AID 1434;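 active means mean inhibition across duplicate retests at 20 µM reaching about 50%, limit read from the data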;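 further: 0% = DMSO wells and 100% = wells with excess untagged CBFb-SMMHC; inhibitors lower the FRET ratio by blocking Runt binding to CBFb-SMMHC; some results filed as inactive read as strong as hits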
* = called active by the depositor; / = not tested or not shown; & = joins results of further samples; [ ] = dose if it differs, or a comment.

SMILES | EBV gp42 inh | NCF1 inh | Runt-CBFb FRET | Furin inhibitor | Tb hexokinase | Calpain2 inh | p97 inhibitor | RBBP9 inhibitor | Runt-SMMHC FRET
CCOC(=O)C1CCCN(c2c(N3CCN(C4CCCCC4)CC3)c(=O)c2=O)C1 (centres undefined) | -18 | -17 | 2 | -31 | -19 | -10 | 0 | 6 | 0
Cc1ccc(C)c(S(=O)(=O)N2CCN(CC(=O)Nc3ccc4c(c3)CCC4)CC2)c1 | -9 | -5 | -2 | -6 | -3 | 44 | -7 | -8 | 0
CCCCN(C(=O)CSc1nnnn1C)c1c(N)n(Cc2ccccc2)c(=O)[nH]c1=O | -1 | 8 | 2 | -11 | -16 | -17 | -4 | -7 | -2
O=C(Cn1nc(-c2cccc([N+](=O)[O-])c2)c2ccccc2c1=O)NCC1CCCO1 (centres undefined) | 30 | 1 | 2 | -31 | 1 | -24 | 3 | -6 | -5
O=C1/C(=C/c2ccco2)N=C(N2CCCCC2)N1c1ccccc1 | 8 | -13 | -13 | -6 | -10 | -29 | 3 | -3 | -32
CCN(CC)C(=O)Cn1nc(C)c2ccccc2c1=O | -19 | -8 | 2 | -28[20 µM] | 4 | -19 | 3 | 7 | 0
Cc1ccc(S(C)(=O)=O)cc1S(=O)(=O)Nc1ccccc1 | 2 | -2 | 0 | -5 | 29 | 4 | -1 | -7 | 3
CC(C)=C(NC(=O)c1ccccc1)C(=O)Nc1ccc(C(=O)O)cc1 | -12 | -17 | 0 | -19 | -7 | -18 | 4 | -7 | 2
CC(=O)NC1C(=O)Nc2c(C)cc(C)cc21 (centres undefined) | 5 | -5 | 0 | -19[20 µM] | 2 | 18 | -1 | -2 | 0
Cc1ccc2nc(C)cc(C(=O)OCC(=O)Nc3c(C)n(C)n(-c4ccccc4)c3=O)c2c1 | -13 | -11 | 2 | -25 | -11 | -61 | 6 | -6 | 1
N/C(=N\OS(=O)(=O)c1ccccc1)c1ccncc1 | -7 | -1 | / | -14[20 µM] | -1 | 6 | 2 | -4 | -1
Cc1[nH]c2ccc(OCc3ccccc3)cc2c1CCN1C(=O)OC(C)(C)C1(C)O (centres undefined) | 0 | -5 | 0 | -21 | -8 | 17 | -3 | -2 | -3
Cc1ncc([N+](=O)[O-])n1CCO | 0&-6 | 16&-3 | -2&-1 | -1 | -15 | 27&6 | -6&5 | -7&-5 | 6&0
CC(C)(C)C(=O)NC(=S)Nc1ccccn1 | 0 | 4 | 0 | -16 | 5 | 17 | -1 | -1 | 2
CCNc1[nH]c(=O)n(C)c(=O)c1N=O | -6 | 3 | -30 | -7[20 µM] | -3 | -32 | 5 | 2 | 18
Cc1cc(C(=O)N2CCc3c([nH]c4ccccc34)C2c2cccc(Cl)c2)nn1C (centres undefined) | -1 | -19 | 1 | -16 | -6 | -98 | 3 | -5 | -1
Cc1cn2c(nc(=O)c3cccnc32)s1 | -12 | -4 | -2 | -14 | -13 | -213 | 3 | -10 | 1
CCOc1ccc(/C=N/Nc2nc(=O)[nH]nc2C)cc1OC | -7 | -4 | 0 | -1 | -62 | 4 | -4 | -2 | 2
Cn1cccc/c1=N\c1cccc[n+]1C | -35 | -5 | -16 | -7 | -31 | -20 | 9 | -3 | 1
COc1cccc(OC)c1C(=O)NNC(=O)c1ccccc1-n1cccc1 | -5 | 4 | 2 | -28 | -6 | 5 | 3 | 1 | 17
O=C(CN(c1ccccn1)S(=O)(=O)c1ccc(F)cc1)Nc1ccc(F)cc1F | -12 | -1 | 2 | -25 | -9 | -71 | -1 | -1 | 0
COC(=O)C(NC(=O)COc1ccccc1)(Nc1nc2c(s1)CCCC2)C(F)(F)F (centres undefined) | 6 | -10 | 0 | -20[20 µM] | -5 | 17 | -1 | -7 | 4
CCOC(=O)C1(Cc2ccccc2)CCN(Cc2cnn(CC)c2)CC1 | 0 | 0 | -1 | -33 | -2 | 0 | 0 | -5 | 0
CCC(C)Sc1nnc(CSc2nc(C)cc(C)n2)n1C (centres undefined) | 2 | 7 | -56 | -20 | 0 | 11 | 0 | -6 | -5
COc1ccc(-n2nc(C(=O)NCC(=O)NCc3ccc(F)cc3)c3ccccc3c2=O)c(OC)c1 | -11 | 0 | -6 | -5[20 µM] | -3 | -31 | 3 | -9 | -4

Full records, quoted from the list. Values in the order: EBV gp42 inh, NCF1 inh, Runt-CBFb FRET, Furin inhibitor, Tb hexokinase, Calpain2 inh, p97 inhibitor, RBBP9 inhibitor, Runt-SMMHC FRET
CCOC(=O)C1CCCN(c2c(N3CCN(C4CCCCC4)CC3)c(=O)c2=O)C1 (centres undefined) reads -18, -17, 2, -31, -19, -10, 0, 6, 0
Cc1ccc(S(C)(=O)=O)cc1S(=O)(=O)Nc1ccccc1 reads 2, -2, 0, -5, 29, 4, -1, -7, 3

The list goes on:
SMILES | EBV gp42 inh | NCF1 inh | Runt-CBFb FRET | Furin inhibitor | Tb hexokinase | Calpain2 inh | p97 inhibitor | RBBP9 inhibitor | Runt-SMMHC FRET
Cn1cccc1/C=N/N1CCN(c2ccccn2)CC1 | -4 | 2 | 0 | -20 | -7 | -1 | 3 | 5 | 3
COc1ccc(C(=O)COC(=O)CCn2nnc(-c3cccs3)n2)cc1 | -11 | -4 | -2 | -6[20 µM] | 6 | -9 | -10 | -5 | -6
COc1ccc(N2CC(NC(=O)N3CCc4ccccc43)CC2=O)cc1OC (centres undefined) | -5 | 0 | 3 | -27 | -6 | 2 | 3 | -4 | -2
O=S(=O)(Nc1ncnc2scc(-c3ccc(F)cc3)c12)c1cc(F)ccc1F | -15 | -31 | -2 | -14 | -5 | 28 | -1 | -6 | 0
COc1ccccc1CNc1nc(S(=O)(=O)c2ccccc2)c(Cl)s1 | -47 | -46 | 1 | -9 | 2 | 36 | -1 | -2 | 0
CCCCC(=O)N(c1ccc(C)c(C)c1)C1C=CS(=O)(=O)C1 (centres undefined) | -12 | 3 | / | -24 | -2 | 16 | -3 | -3 | -2
Cc1cc(-c2ccccc2)nc(N/N=C/c2ccco2)n1 | -2 | -1 | 6 | -1 | -31 | 2 | 10 | 5 | -3
COc1ccc(C(=O)OCCN2CCOCC2)cc1 | 2 | -2 | -2 | -18[20 µM] | 6 | -12 | -3 | -7 | 0
CCOc1ccc(N2C(=O)S/C(=C\c3ccc(O)c(OCC)c3)C2=O)cc1 | -6 | -18 | -13 | -14 | -3 | 1 | -4 | -3 | -19
CCOC(=O)C1CCN(CC(=O)N2C(C)CCCC2C)CC1 (centres undefined) | -19 | -10 | 1 | -10 | 3 | -10 | 1 | -6 | -3
C=CCNC(=O)COc1c(C)ccc(C)c1C | -19 | -5 | -2 | -18 | -7 | 10 | 6 | 1 | 2
CCOc1ccccc1N(C(=O)CNC(=O)c1ccco1)C(C(=O)NC(C)(C)C)c1ccncc1 (centres undefined) | 0 | -15 | -1 | -23 | 13 | -22 | 4 | -6 | -1
Cc1ccc(N2CC(C(=O)NC3=NCCS3)CC2=O)cc1C (centres undefined) | -2 | -12 | -2 | -6[20 µM] | -1 | 23 | -2 | -3 | 2
CC(C)NC(=O)Cn1c(=O)cnc2ccccc21 | -15 | -5 | -1 | -8 | -16 | -19 | 1 | -2 | 1
Clc1cccc(-c2ccnc3nc(-n4cccc4)nn23)c1 | -15 | -10 | 1 | -21[20 µM] | -5 | -10 | 10 | 1 | 0
COc1ccc(/C=C/C(=O)OCCNC(=O)c2ccncc2)cc1OC | 0 | 0 | -3 | -13 | -19 | -60 | 5 | -11 | 0
O=C(NCc1ccncc1)c1ccc(Oc2ccccc2)cc1 | -1 | 2 | 0 | -13 | 0 | -12 | 3 | 1 | -4
Cc1nc2ccccc2c(=O)n1/N=C/c1cn[nH]c1-c1ccccc1 | 6 | -20 | 3 | -15 | -14 | -2 | -1 | -10 | -2
Cn1c(CCNC(=O)c2ccco2)nc2cc(NC(=O)NC3CCCCC3)ccc21 | -1 | 4 | -2 | -20 | -3 | -51 | 0 | -4 | 0
CC(C(=O)N=c1sc2ccccc2n1C)N1C(=O)C2CC=CCC2C1=O (centres undefined) | 1 | -10 | 0 | -1 | -6 | -19 | 4 | -1 | -14
Cn1nc(-c2ccccc2)c2cc(C(=O)O)sc21 | -19 | 2 | 1 | -32 | 0 | -147 | 5 | -5 | 2
Cc1cccc(-c2nnc(SCC#N)n2-c2cccc(Cl)c2)c1 | 11 | -1 | -1 | -12[20 µM] | -4 | -83 | -1 | -6 | 2
CCn1c(SCC(=O)Nc2nc3ccccc3s2)nnc1-c1ccc(Br)cc1 | -3 | -8 | 2 | -19[20 µM] | -3 | 22 | 1 | 3 | 1
COc1cccc(CN(C)CC(=O)NCc2ccccc2Cl)c1OC | -17 | -9 | 0 | -28 | 4 | -15 | 0 | -4 | 2
CN(C(=S)NC1CCCCC1)C1(c2ccccc2Cl)CCCCC1=O (centres undefined) | 9 | -3 | 0 | -18 | -13 | -3 | -1 | -2 | 2

3 structures from above, sorted by SMILES length, low to high:
SMILES | EBV gp42 inh | NCF1 inh | Runt-CBFb FRET | Furin inhibitor | Tb hexokinase | Calpain2 inh | p97 inhibitor | RBBP9 inhibitor | Runt-SMMHC FRET
COc1ccccc1CNc1nc(S(=O)(=O)c2ccccc2)c(Cl)s1 | -47 | -46 | 1 | -9 | 2 | 36 | -1 | -2 | 0
CCOc1ccc(N2C(=O)S/C(=C\c3ccc(O)c(OCC)c3)C2=O)cc1 | -6 | -18 | -13 | -14 | -3 | 1 | -4 | -3 | -19
O=S(=O)(Nc1ncnc2scc(-c3ccc(F)cc3)c12)c1cc(F)ccc1F | -15 | -31 | -2 | -14 | -5 | 28 | -1 | -6 | 0

The list continues.
SMILES | EBV gp42 inh | NCF1 inh | Runt-CBFb FRET | Furin inhibitor | Tb hexokinase | Calpain2 inh | p97 inhibitor | RBBP9 inhibitor | Runt-SMMHC FRET
Cc1oc(C(C)(C)C)cc1C(=O)Nc1ccc2c(c1)OCO2 | -14 | 1 | -1 | -23 | 9 | 1 | -4 | -3 | 1
O=C(CSc1nc(-c2ccccc2)c(-c2ccccc2)[nH]1)N1CCN(S(=O)(=O)c2ccccc2)CC1 | 1 | -12 | -8 | -8[20 µM] | -7 | -121 | -5 | -13 | -2
CS(=O)(=O)N1N=C(c2ccco2)CC1c1ccc(Br)cc1 (centres undefined) | -7 | -68 | 2 | -19 | -3 | 18 | 0 | -9 | 1
CCCC1(C(=O)OCC)NC(c2ccc(N(C)C)cc2)C2C(=O)N(c3ccccc3)C(=O)C21 (centres undefined) | -16 | -5 | -4 | -11[20 µM] | -3 | 25 | -4 | -6 | -1
O=C(COC(=O)C1COc2ccccc2O1)NC(=O)NC1CCCCC1 (centres undefined) | -12 | -12 | 2 | -10[20 µM] | -8 | 6 | -1 | -1 | -2
CSc1nc(C)cc(C)c1C(N)=O | -8 | 0 | -2 | -21[20 µM] | 4 | -2 | 2 | -6 | -9
CCN(CC)S(=O)(=O)c1ccc(N(C)C)c(NC(=O)CC(NC(C)=O)c2ccccc2)c1 (centres undefined) | -14 | -2 | 0 | -23 | 1 | -21 | 1 | 9 | 1
O=C(NCCCN1CCCC1=O)c1cc(NS(=O)(=O)c2ccc(F)cc2)cc(NS(=O)(=O)c2ccc(F)cc2)c1 | -12 | -1 | 2 | -16[20 µM] | -13 | -13 | 1 | -8 | -1
Cc1ccc(NC(=O)CN2C(=O)NC(Cc3ccccc3)C2=O)c(Br)c1 (centres undefined) | 14 | -1 | 0 | -21 | -2 | 6 | 1 | -11 | 1
Cc1csc(C(=O)O)c1-c1c(C)csc1C(=O)O | -18 | 1 | -1 | -15 | 34 | 5 | 8 | -1 | 3
